Nrf2 ARE act = Nrf2 pathway activation; AREc32 ARE-luciferase reporter (MCF7-derived line), luminescence, 24 h; Potency, µM (doses to about 46.1 µM), inactives show at the top dose activation, most hits filed as activators; 410,000 compounds, 0.31% hits; AID 624171; also: % of control where 0% means no effect; nearly all actives have a fitted effect of over 65% in size
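Luciferase luminescence (Steady-Glo, 30 min at room temperature) served as the read-out of ARE activation in AREc32 cells treated with compounds for 24 hr at 37 deg C.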
ATXN2 expr inh = inhibitors of ATXN2 expression | HEK-293 ATXN2-luciferase reporter, luminescence, 24 h | Potency, µM (highest dose often 57 µM), for inactives: at the highest dose activity change, negative = inhibition, usual class: inhibitors | 360,000 compounds, 0.72% hits; also: % is scaled to controls: 0 for no effect and ±100 for the full control effect; nearly all actives have a fitted effect of over 55% in size
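ATXN2-luciferase reporter cells (luciferase flanked by upstream and downstream ATXN2 gene portions) were treated 24 h at 37 °C with compounds at up to 57 uM. SteadyGlo luminescence gave expression; GF-AFC fluorescence gave viability.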
A549 tox = A549 cytotoxicity, counter-screen for Nrf2 inhibitors. A549 ARE-Fluc cells, CellTiter-Fluor viability, 18-24 h. Potency, µM (series often up to 46 µM), for the others: at the highest dose activity change, negative = cytotoxicity, most hits filed as inhibitors. 390,000 compounds, 0.16% hits; also: % is scaled to controls: 0 for no effect and ±100 for the full control effect
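A549 ARE-Fluc cells in 5% FBS OPTI-MEM, 5000 cells/well, rested 2 h then exposed to compounds in concentration-response for 18-24 h at 37 °C. Viability by CellTiter-Fluor fluorescence (Ex 405/Em 525) after 30 min; luciferase luminescence (BugLite, 15 min, RT) read afterwards.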
HepG2 tox = counter-screen for TGF-b inhibitors: cytotoxicity in HepG2 cells; HepG2 CAGA-GFP viability, ATP luminescence, 18 h; Potency, µM (titrated, usually from 46.1 µM), for the others: top-dose activity change, negative = cytotoxicity, most hits filed as cytotoxic; 410,000 compounds, 0.76% hits; AID 588856; also: some results filed as inactive show a strong effect at the top dose
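CellTiter-Glo luminescence gave cytotoxicity after 18 hours at 37 degrees C. The cells were HepG2 CAGA-GFP in 1% FBS DMEM, stimulated with 500 pg/mL TGF-beta after compound addition. %Activity was normalised to no-cell wells (complete cell-killing) and DMSO (no toxicity), and curves were fitted and classified.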
MCF10A rereplic = inducers of DNA re-replication in MCF 10A breast cells | MCF 10A DNA re-replication, Hoechst nuclear intensity, 48 h | Potency, µM (doses to about 46.1 µM), for inactives: top-dose activity, positive = re-replication, most hits filed as activators | 350,000 compounds, 2.9% hits | AID 624296; also: % of control where 0% means no effect; nearly all actives have a fitted effect of over 50% in size
Nrf2 block = inhibitors of Nrf2 signaling; A549 ARE-Fluc reporter, luciferase luminescence, 18-24 h; Potency, µM (titrated, usually from 46 µM), for inactives: top-dose activity change, negative = inhibition, most hits filed as inhibitors; 360,000 compounds, 2.1% hits; AID 504444; also: % is scaled to controls: 0 for no effect and ±100 for the full control effect; nearly all actives have a fitted effect of over 60% in size
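Concentration-response testing used A549 ARE_Fluc cells at 5000 cells/well. Following an 18-24 h compound incubation, viability was read by fluorescence (Ex 405/Em 525) and luciferase output by luminescence.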
S2 tox = cell viability loss in ATXN counter-screen; S2 cells (HEK-293 line with an ATXN2-luciferase reporter) viability, CellTiter-Fluor protease fluorescence, 24 h; Potency, µM (highest dose often 56.7 µM), hits mostly cytotoxic; 400,000 compounds, 0.49% hits; AID 651635; also: nearly all actives have a fitted effect of over 40% in size
TGFb inhibitor = inhibitors of TGF-b signaling | HepG2 CAGA-GFP TGF-b/SMAD3 reporter, GFP fluorescence, 18 h; TGF-beta stimulated, 500 pg/mL final | 410,000 compounds, 1.2% hits | Potency, µM (highest dose often 46.1 µM), for the others: top-dose activity, negative = inhibition, hits mostly inhibitors; also: % is scaled to controls: 0 for no effect and ±100 for the full control effect; nearly all actives have a fitted effect of over 65% in size
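HEPG2 CAGA-GFP, 1000 cells/well; 2 h settle, 37 C; cpd via pin tool; TGF-b 500 pg/mL final; 18 h, 37 C; GFP imaging ex488/em500-530; %Activity normalised to -TGF-b and +DMSO controls; CRC fit, curve class.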
EPAC2 antagonist = EPAC2 (human) antagonism. Q8WZA2. EPAC2 GEF exchange of Rap1B-BODIPY-GDP, fluorescence. Potency, µM (doses to about 114 µM), for the others: top-dose activity, negative = inhibition, usual class: inhibitors. 360,000 compounds, 0.18% hits. AID 720708; also: % is scaled to controls: 0 for no effect and ±100 for the full control effect; nearly all actives have a fitted effect of over 45% in size; many of its hits are not listed in these tables
Target sequence (Q8WZA2 whole entry, looked up): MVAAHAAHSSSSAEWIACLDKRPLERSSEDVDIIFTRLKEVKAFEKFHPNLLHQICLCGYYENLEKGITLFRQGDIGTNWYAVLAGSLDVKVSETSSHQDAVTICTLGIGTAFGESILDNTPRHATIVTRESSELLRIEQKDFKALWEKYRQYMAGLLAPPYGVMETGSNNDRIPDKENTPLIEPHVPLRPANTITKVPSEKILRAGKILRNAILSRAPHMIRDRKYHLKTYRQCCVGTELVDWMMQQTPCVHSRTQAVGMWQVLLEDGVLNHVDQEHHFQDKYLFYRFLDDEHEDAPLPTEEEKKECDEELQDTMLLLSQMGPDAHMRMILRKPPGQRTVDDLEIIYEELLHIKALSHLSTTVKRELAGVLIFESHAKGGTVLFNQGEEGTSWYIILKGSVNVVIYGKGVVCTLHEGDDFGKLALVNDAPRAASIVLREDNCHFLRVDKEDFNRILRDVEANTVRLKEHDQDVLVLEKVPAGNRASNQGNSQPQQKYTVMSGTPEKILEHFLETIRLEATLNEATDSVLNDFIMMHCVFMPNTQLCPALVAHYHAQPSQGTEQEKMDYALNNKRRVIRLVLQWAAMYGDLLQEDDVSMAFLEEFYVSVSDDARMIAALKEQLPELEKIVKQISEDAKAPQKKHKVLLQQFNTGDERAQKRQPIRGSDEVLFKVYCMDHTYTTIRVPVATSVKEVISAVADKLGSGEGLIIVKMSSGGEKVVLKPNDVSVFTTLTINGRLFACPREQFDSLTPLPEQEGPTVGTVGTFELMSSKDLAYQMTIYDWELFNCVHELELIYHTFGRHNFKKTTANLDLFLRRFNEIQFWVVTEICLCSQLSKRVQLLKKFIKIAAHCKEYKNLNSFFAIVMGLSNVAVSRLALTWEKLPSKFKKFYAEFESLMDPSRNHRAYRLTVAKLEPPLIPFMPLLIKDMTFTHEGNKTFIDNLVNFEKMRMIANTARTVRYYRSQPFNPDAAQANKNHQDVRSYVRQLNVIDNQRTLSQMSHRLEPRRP
Numbers without * were called inactive; i = inactive; ? = inconclusive; nt = not tested or not shown; & = joins results of further samples; ! = a repeat was not active; [ ] = another dose, or the depositor's remark. Calls follow the shape of the dose curve; as a rule, active = well fitted curve in the direction sought with a large enough effect; inconclusive = small, poorly fitted or top-dose-only effect, or another doubt; inactive = no such curve, though single readings can be large; an effect the other way counts as inactive or inconclusive. Potency is read from the fitted curve at half-maximal effect.

cpd | compound | Nrf2 ARE act | ATXN2 expr inh | A549 tox | HepG2 tox | MCF10A rereplic
1 | Cc1ccccc1OCCn1cc(/C(N)=N/O)c2ccccc21 | 3.0% | -21% | -23% | -30% | 22%
2 | CCOc1cc(C(=O)NCc2ccc(F)cc2)ccc1OCC(=O)N1CCCCC1 | -0.2% | -4% | 0% | 7% | -8%
3 | Cc1cc(C)cc(N(C(C)C(=O)NCc2ccc3c(c2)OCO3)S(C)(=O)=O)c1 (configuration not stated) | 0.1% | -7% | -4% | -10% | -12%
4 | CCC1CCCCN1C(=O)c1ccc([N+](=O)[O-])o1 (configuration not stated) | 20µM* | -15% | -1% | -16% | 18µM*
5 | CN(Cc1cnc2nc(N)nc(N)c2n1)c1ccc(C(=O)N[C@@H](CCC(=O)O)C(=O)O)cc1 | 0.3%&1.5% | 32µM*! | -18%&3% | -69%&-39%&-48% | -43%&-1%&2%[inhibitor]
6 | CCCCOC(=O)c1ccc(N2C(=O)CC(N3CCN(C/C=C/c4ccccc4)CC3)C2=O)cc1 (configuration not stated) | -0.9% | -20% | -1% | 4% | 18%
7 | COc1cc(OC)c(S(=O)(=O)NCc2ccco2)cc1S(=O)(=O)NCc1ccco1 | -0.8% | 0% | -5% | -1% | 6%
8 | COc1ccc(-c2cc(-c3cccs3)c(C#N)c(SCC(=O)NCc3ccccc3)n2)cc1 | -0.5% | ? | 0% | -17% | 4%

cpd | Nrf2 block | S2 tox | TGFb inhibitor | EPAC2 antagonist
1 | 23µM* | i | ? | -3%
2 | -5% | i | -1% | 2%
3 | -13% | i | 1% | 7%
4 | 14% | i | -9% | -2%
5 | 1.5µM*! | ? | 6%&19%&-9% | -1%&-12%
6 | 4% | i | -6% | -1%[57.1 µM]
7 | 3% | i | 4% | -4%
8 | 3% | ? | 7% | 5%

The results go on.
cpd | compound | Nrf2 ARE act | ATXN2 expr inh | A549 tox | HepG2 tox | MCF10A rereplic
9 | O=C1c2ccccc2NC(c2ccccc2)N1/N=C/c1ccccc1 (configuration not stated) | -1.1% | -19% | 9% | -1% | 2%
10 | N#Cc1cc2nc(O)c(O)nc2cc1[N+](=O)[O-] | 0.3% | -1% | -15% | -16% | -4%
11 | CCOc1ccc(S(=O)(=O)N/N=C(\C)c2ccc(OC)cc2OC)cc1 | -0.3% | -10% | 1% | -13% | 2%
12 | Cc1cccc(C)c1NC(=O)C1(NC(=O)Cn2cccc([N+](=O)[O-])c2=O)CCCCC1 | 2.0% | -7% | 1% | -2% | 29%
13 | CCCn1c(SCC(=O)N2CCCCC2)nnc1C(C)C | 0.2% | 8% | 2% | 4% | -34%[inhibitor]
14 | CC(C)(C)c1cc(N)n2nc(C(C)(C)C)cc2n1 | -0.8% | nt | -17% | 15% | 10%
15 | Cc1cccc(C)c1NC(=O)c1ccc([N+](=O)[O-])s1 | -0.7% | nt | 0% | -88% | ?
16 | Cc1ccc(OCc2nc(-c3cccs3)no2)c([N+](=O)[O-])c1 | 5.7% | 60%[activator] | 0% | 0% | -3%

cpd | Nrf2 block | S2 tox | TGFb inhibitor | EPAC2 antagonist
9 | nt | i | 0% | -3%
10 | 7% | i | 11% | -20%
11 | -17% | i | 4% | 3%
12 | 7% | i | 0% | -3%
13 | 3% | i | 29% | -10%
14 | ? | i | -4% | 7%
15 | 1% | i | ? | 7%
16 | ? | i | -10% | -13%

The listing continues.
cpd | compound | Nrf2 ARE act | ATXN2 expr inh | A549 tox | HepG2 tox | MCF10A rereplic
17 | COc1cccc(CN2CCN(Cc3cccc(Oc4ccccc4)c3)CC2)c1OC | 0.5% | -24% | ? | -12% | 15µM*
18 | Cc1ccc(-n2c(C)cc(/C=N/NC(N)=S)c2C)cc1 | 6.8% | 26% | 2% | 5% | ?
19 | CCn1ncc(C(=O)Nc2ccc([N+](=O)[O-])cc2OC)c1C | 0.5% | nt | 9% | 1% | 0%
20 | CCOC(=O)c1c(C)[nH]c(C)c1S(=O)(=O)N1CCC(C(=O)N2CCN(c3ccc(Cl)cc3)CC2)CC1 | 1.2% | -1% | -1% | -8% | nt
21 | Cc1ccc(S(=O)(=O)CC(=O)Nc2ccc(S(=O)(=O)Nc3ccccn3)cc2)cc1 | -0.1% | -34% | 1% | -11% | 1.5µM*
22 | O=C(CSc1nnc(COc2ccccc2)n1Cc1ccco1)Nc1ccc2c(c1)OCCO2 | -0.4% | 4% | -5% | -2% | 14%
23 | Cc1cc[n+](CC2OCc3ccccc3CO2)cc1 | -0.2% | -24% | -10% | -1% | -5%
24 | Cn1c(SCC(=O)C(C)(C)C)nnc1-c1ccncc1 | -0.7% | -1% | -2% | 1% | 0%

cpd | Nrf2 block | S2 tox | TGFb inhibitor | EPAC2 antagonist
17 | ? | i | 0% | -12%
18 | 18% | i | 0% | -3%
19 | 14% | i | -1% | 8%
20 | nt | i | -15% | nt
21 | -12% | ? | -8% | 6%
22 | -5% | ? | -20% | -1%
23 | ? | i | 9% | 7%
24 | 15% | i | ? | 14%

Continuation:
cpd | compound | Nrf2 ARE act | ATXN2 expr inh | A549 tox | HepG2 tox | MCF10A rereplic
25 | CCOC(=O)C1CCCN(C(=O)Cn2nc(CC)n3c(cc4sccc43)c2=O)C1 (configuration not stated) | -0.8% | -14% | -7% | -26% | 0%
26 | COC(=O)c1ccccc1NC(=O)C1CC(=O)N(c2ccc(C)c(C)c2)C1 (configuration not stated) | -0.1% | 3% | -5% | -22% | ?
27 | O=C(NCc1ccccc1C(F)(F)F)c1cccc2c1C(=O)c1ccc(N3CCCCC3)cc1S2(=O)=O | -0.3% | 3% | -2% | 1% | 2%
28 | CN(C(=O)CSc1nnc(Nc2ccccc2)s1)c1c(N)n(Cc2ccccc2)c(=O)[nH]c1=O | 0.2% | -13% | -5% | 2% | -13%
29 | CSCCC(NC(=O)c1ccccc1Cl)C(=O)Nc1cccc(S(=O)(=O)N2CCCC2)c1 (configuration not stated) | -0.2% | 5% | -3% | -1% | 12%
30 | CCCSc1nnc(NC(=O)Nc2ccc(C)cc2)s1 | 1.7% | -9% | 0% | -28% | 10%
31 | CN(C)C=NC(=O)c1cc(C(=O)c2ccccc2)c[nH]1 | 3.2% | 10% | 1% | 25% | -15%
32 | O=C(Nc1ccc2c(c1)OCO2)NC1CCN(Cc2ccccc2)CC1 | 6.4% | 42%[activator] | 0% | 1% | -1%

cpd | Nrf2 block | S2 tox | TGFb inhibitor | EPAC2 antagonist
25 | 10% | i | -5% | -14%
26 | ? | i | -6% | 4%
27 | 7% | i | 11% | 2%
28 | 20% | i | ? | 13%
29 | -9% | i | -1% | -7%
30 | 4% | i | -27% | -5%
31 | -7% | i | 5% | 10%
32 | nt | i | 1% | 8%

More results follow:
cpd | compound | Nrf2 ARE act | ATXN2 expr inh | A549 tox | HepG2 tox | MCF10A rereplic
33 | Brc1ccc(-c2nnc(-c3ccco3)o2)cc1 | ? | 59%[activator] | -2% | 1% | -2%
34 | COc1ccc(CCC(=O)Nc2ccc(Cl)c(S(=O)(=O)N3CCCC3)c2)cc1 | -0.2% | -5% | -2% | -21% | 3%
35 | O=C(O)c1ncn(Cc2ccc(Br)cc2)c1C(=O)O | 0.2% | 8% | 2% | 25% | 2%
36 | Cc1cc(C(=O)N2CCN(c3ccccc3)CC2)c2c(C)nn(-c3cccc(F)c3)c2n1 | 12% | 11% | 3% | 1% | nt
37 | Cc1ccccc1N=C(N)Nc1ccccc1C | -0.4% | -4% | 2% | 5% | 15%
38 | Cc1ccc(S(=O)(=O)c2c(C)cc(C)nc2Oc2cccc(C)c2C)cc1 | -0.1% | 2% | 0% | 5% | 16%
39 | CC(C)(C)C1CCc2onc(C(=O)NCc3ccc(F)cc3)c2C1 (configuration not stated) | -0.1% | 13% | 0% | -7% | 10%
40 | Cc1ccccc1NC(=O)Cc1nc(COC(=O)CSc2ccccc2)cs1 | 2.2% | -7% | 3% | -15% | -1%

cpd | Nrf2 block | S2 tox | TGFb inhibitor | EPAC2 antagonist
33 | ? | i | -2% | 9%
34 | 18µM* | i | ? | 13%
35 | -6% | i | 10% | 7%
36 | ? | i | 14% | nt
37 | 4% | i | 21% | -11%
38 | -24% | i | 9% | -8%
39 | -19% | ? | ? | -2%
40 | 0% | i | 4% | -4%

Full records, quoted from the list. Order of screens: Nrf2 ARE act, ATXN2 expr inh, A549 tox, HepG2 tox, MCF10A rereplic, Nrf2 block, S2 tox, TGFb inhibitor, EPAC2 antagonist
Listed for Cc1cc(C(=O)N2CCN(c3ccccc3)CC2)c2c(C)nn(-c3cccc(F)c3)c2n1 = 12%, 11%, 3%, 1%, nt, ?, i, 14%, nt
Listed for O=C(O)c1ncn(Cc2ccc(Br)cc2)c1C(=O)O = 0.2%, 8%, 2%, 25%, 2%, -6%, i, 10%, 7%
Listed for CC(C)(C)C1CCc2onc(C(=O)NCc3ccc(F)cc3)c2C1 (configuration not stated) = -0.1%, 13%, 0%, -7%, 10%, -19%, ?, ?, -2%
Listed for Cc1ccc(S(=O)(=O)c2c(C)cc(C)nc2Oc2cccc(C)c2C)cc1 = -0.1%, 2%, 0%, 5%, 16%, -24%, i, 9%, -8%
Listed for Cc1ccccc1NC(=O)Cc1nc(COC(=O)CSc2ccccc2)cs1 = 2.2%, -7%, 3%, -15%, -1%, 0%, i, 4%, -4%

The list continues:
cpd | compound | Nrf2 ARE act | ATXN2 expr inh | A549 tox | HepG2 tox | MCF10A rereplic
41 | CCOc1ccc(Oc2ccc(C(F)(F)F)cc2NC(=O)C2=COCCO2)cc1 | -0.9% | nt | 9% | -24% | 17%
42 | Cc1ccc(C)c(NC(=O)CC2Sc3ccccc3NC2=O)c1 (configuration not stated) | 0.5% | -34% | -7% | -26% | -4%
43 | CCCC(=O)Nc1c(C(=O)N2CCN(c3ccccc3)CC2)oc2ccccc12 | -1.2% | nt | 2% | -15% | nt
44 | O=C(Cc1cccs1)NCCN1CCOCC1 | 0.4% | -12% | 8% | 18% | 2%

cpd | Nrf2 block | S2 tox | TGFb inhibitor | EPAC2 antagonist
41 | -9% | i | -16% | -12%
42 | ? | i | -12% | -1%
43 | ? | nt | -26% | nt
44 | -9% | i | ? | 11%

Only part of the results is shown (hit frequency here may not be typical).
